High-throughput results from PubChem.
PRC2 inh = inhibitors of human EZH2/PRC2 methyltransferase; Q15910; PRC2 H3K27 methylation, DELFIA TRF, 1 h; inhibition, % at 12.5 µM; hit rate 0.35% among 57,000;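 active = mean inhibition of replicates at least 50% and every single replicate also reaching 50%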;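 note: dimethyl H3K27 on biotinylated H3 21-44 peptide detected by antibody; plate controls were median neutral control wells for no effect and median positive control wells for full effect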
Target sequence (Q15910 whole entry, looked up): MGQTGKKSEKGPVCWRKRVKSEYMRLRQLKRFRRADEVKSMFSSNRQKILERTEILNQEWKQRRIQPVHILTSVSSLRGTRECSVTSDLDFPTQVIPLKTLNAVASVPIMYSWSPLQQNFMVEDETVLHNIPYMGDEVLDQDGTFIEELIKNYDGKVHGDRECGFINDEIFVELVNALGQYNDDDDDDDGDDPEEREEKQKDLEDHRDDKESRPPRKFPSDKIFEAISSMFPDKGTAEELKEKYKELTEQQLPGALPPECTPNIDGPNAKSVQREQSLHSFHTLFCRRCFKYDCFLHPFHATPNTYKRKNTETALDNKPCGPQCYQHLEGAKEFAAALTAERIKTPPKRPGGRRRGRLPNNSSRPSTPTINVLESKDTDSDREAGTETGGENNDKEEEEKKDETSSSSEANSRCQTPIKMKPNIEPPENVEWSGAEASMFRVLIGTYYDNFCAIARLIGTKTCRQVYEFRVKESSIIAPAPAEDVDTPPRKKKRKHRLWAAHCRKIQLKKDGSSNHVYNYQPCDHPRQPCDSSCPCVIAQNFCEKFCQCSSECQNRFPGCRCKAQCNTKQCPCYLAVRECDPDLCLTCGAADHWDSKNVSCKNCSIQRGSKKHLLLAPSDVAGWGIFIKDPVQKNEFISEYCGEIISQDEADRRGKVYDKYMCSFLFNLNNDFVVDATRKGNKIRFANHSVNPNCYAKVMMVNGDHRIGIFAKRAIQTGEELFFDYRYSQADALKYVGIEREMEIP
IDH1 mut inh = inhibitors of human IDH1 R132H; AID 624101; hit rate 0.18% among 70,000; O75874; IDH1 R132H reductase, diaphorase/resazurin fluorescence, 60 min; inhibition, % at 10 µM; in the data active = inhibition above about 34%;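 note: 0% = DMSO and 100% = no enzyme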
Active calls of the source: *; . = not tested or not shown. A portion of the library; the hit share may differ from the screen's.

SMILES	PRC2 inh	IDH1 mut inh
COC(=O)C[C@H]1C[C@H]2c3cc(NS(=O)(=O)c4ccc(F)cc4)ccc3O[C@H]2[C@@H](CO)O1	5	0.9
COc1ccc2c(c1)N(C(=O)CSc1nnc(C)n1-c1ccc(F)cc1)C(C)(C)C=C2C	-6	0.8
C[C@@H]1CN([C@@H](C)CO)C(=O)c2cc(NC(=O)Nc3ccccc3)ccc2O[C@@H]1CN(C)CC1CC1	2	-0.9
C[C@@H]1CN([C@H](C)CO)C(=O)c2cc(NC(=O)Nc3ccc(C(F)(F)F)cc3)ccc2O[C@H]1CN(C)Cc1ccccc1	-22	.
C[C@@H]1CN([C@H](C)CO)C(=O)c2cc(NC(=O)Nc3cccc4ccccc34)ccc2O[C@H]1CN(C)Cc1ccccc1	5	0.3
O=C(N[C@H]1CC[C@H](CCNC(=O)c2ccccc2F)O[C@@H]1CO)c1cnccn1	11	0.3
Cc1noc(C)c1NC(=O)N(C)C[C@H]1OCCCC[C@H](C)Oc2ccc(NS(=O)(=O)c3cccs3)cc2C(=O)N([C@@H](C)CO)C[C@H]1C	.	-1.3
COC(=O)c1c(NC(=O)c2ccc(C)c(S(=O)(=O)Nc3ccccc3C)c2)sc2c1CCCC2	-5	-0.4
C[C@H]1CN([C@@H](C)CO)C(=O)Cc2cc(NC(=O)Nc3ccc(C(F)(F)F)cc3)ccc2O[C@@H]1CN(C)S(=O)(=O)c1cccs1	.	3.6
CCc1c(O)nc(SCC(=O)Nc2ccc(Cl)cc2Cl)n(-c2ccccc2)c1=O	-2	0.0
COc1ccc(NC(=O)Nc2ccc3c(c2)CC(=O)N([C@H](C)CO)C[C@@H](C)[C@@H](CN(C)S(=O)(=O)c2ccc(Cl)cc2)O3)cc1	.	0.9
COC(=O)CCCCCCC(=O)N/N=C/c1ccc(N2CCCC2)cc1	10	-0.3
C[C@@H]1CN([C@@H](C)CO)S(=O)(=O)c2ccc(C#Cc3ccccn3)cc2O[C@H]1CN(C)Cc1ccccc1	12	-2.4
CC1(C)CC[C@]2(C(=O)O[C@@H]3O[C@H](CO)[C@@H](O)[C@H](O)[C@H]3O)CC[C@]3(C)C(=CCC4[C@@]5(C)C[C@H](O)[C@H](O[C@@H]6O[C@H](C(=O)O)[C@@H](O)[C@H](O)[C@H]6O)[C@@](C)(CO)C5CC[C@]43C)C2C1 (some centres undefined)	.	0.1
Cc1ccc(S(=O)(=O)N(C)C[C@@H]2OCCCC[C@H](C)Oc3ccc(NC(=O)Nc4ccc5c(c4)OCO5)cc3C(=O)N([C@H](C)CO)C[C@@H]2C)cc1	.	0.4
COc1cccc(S(=O)(=O)Nc2ccc3c(c2)[C@@H]2C[C@@H](CC(=O)N[C@@H](C)c4ccccc4)O[C@@H](CO)[C@@H]2O3)c1	-15	-0.4
COc1ccc(S(=O)(=O)Nc2ccc3c(c2)CC(=O)N([C@@H](C)CO)C[C@@H](C)[C@H](CN(C)S(=O)(=O)c2ccc(F)cc2)O3)cc1	.	0.2
COc1ccc(S(=O)(=O)N(C)C[C@H]2OCCCC[C@H](C)Oc3ccc(NC(=O)Nc4c(C)noc4C)cc3C(=O)N([C@@H](C)CO)C[C@H]2C)cc1	.	0.3
C[C@H]1CN([C@@H](C)CO)C(=O)c2cc(NC(=O)Nc3ccc(C(F)(F)F)cc3)ccc2O[C@@H]1CN(C)Cc1ccc(Oc2ccccc2)cc1	.	0.1
C[C@H]1CCCCO[C@@H](CN(C)C(=O)Nc2ccccc2)[C@@H](C)CN([C@@H](C)CO)C(=O)c2cc(NC(=O)Nc3cccc4ccccc34)ccc2O1	.	-0.8
C[C@@H]1CCCCO[C@@H](CN(C)C(=O)CCC(F)(F)F)[C@H](C)CN([C@H](C)CO)C(=O)c2cc(NS(C)(=O)=O)ccc2O1	1	2.4
C[C@H](CO)N1C[C@H](C)[C@@H](CN(C)C(=O)Nc2ccc(C(F)(F)F)cc2)Oc2c(NC(=O)NC3CCCCC3)cccc2C1=O	-33	3.1
O=C(CC1NCCNC1=O)Nc1ccc(Oc2ccccc2)cc1 (centres undefined)	1	0.2
C[C@H](CO)N1C[C@H](C)[C@H](CN(C)C(=O)Nc2ccc(F)cc2)Oc2c(NC(=O)Nc3ccccc3)cccc2C1=O	0	1.5
O=C(Cc1ccncc1)NCC[C@@H]1CC[C@H](NC(=O)C2CCC2)[C@H](CO)O1	-4	0.8

An excerpt taken from the entries so far, as a working copy:
SMILES	PRC2 inh	IDH1 mut inh
C[C@H]1CN([C@@H](C)CO)C(=O)Cc2cc(NC(=O)Nc3ccc(C(F)(F)F)cc3)ccc2O[C@@H]1CN(C)S(=O)(=O)c1cccs1	.	3.6
CCc1c(O)nc(SCC(=O)Nc2ccc(Cl)cc2Cl)n(-c2ccccc2)c1=O	-2	0.0
COc1ccc(NC(=O)Nc2ccc3c(c2)CC(=O)N([C@H](C)CO)C[C@@H](C)[C@@H](CN(C)S(=O)(=O)c2ccc(Cl)cc2)O3)cc1	.	0.9
COC(=O)CCCCCCC(=O)N/N=C/c1ccc(N2CCCC2)cc1	10	-0.3
C[C@@H]1CN([C@@H](C)CO)S(=O)(=O)c2ccc(C#Cc3ccccn3)cc2O[C@H]1CN(C)Cc1ccccc1	12	-2.4
CC1(C)CC[C@]2(C(=O)O[C@@H]3O[C@H](CO)[C@@H](O)[C@H](O)[C@H]3O)CC[C@]3(C)C(=CCC4[C@@]5(C)C[C@H](O)[C@H](O[C@@H]6O[C@H](C(=O)O)[C@@H](O)[C@H](O)[C@H]6O)[C@@](C)(CO)C5CC[C@]43C)C2C1 (some centres undefined)	.	0.1
Cc1ccc(S(=O)(=O)N(C)C[C@@H]2OCCCC[C@H](C)Oc3ccc(NC(=O)Nc4ccc5c(c4)OCO5)cc3C(=O)N([C@H](C)CO)C[C@@H]2C)cc1	.	0.4
COc1cccc(S(=O)(=O)Nc2ccc3c(c2)[C@@H]2C[C@@H](CC(=O)N[C@@H](C)c4ccccc4)O[C@@H](CO)[C@@H]2O3)c1	-15	-0.4
COc1ccc(S(=O)(=O)Nc2ccc3c(c2)CC(=O)N([C@@H](C)CO)C[C@@H](C)[C@H](CN(C)S(=O)(=O)c2ccc(F)cc2)O3)cc1	.	0.2

Next section:
SMILES	PRC2 inh	IDH1 mut inh
C[C@@H]1CCCCO[C@@H](CN(C)C(=O)Nc2cccc3ccccc23)[C@H](C)CN([C@H](C)CO)C(=O)c2cc(NS(=O)(=O)c3cn(C)cn3)ccc2O1	.	-2.7
CO[C@H]1CN(C)C(=O)c2cc(NC(=O)C3CC3)ccc2OC[C@H](C)N(Cc2cccc(F)c2)C[C@@H]1C	-5	0.1
Cc1cc(C(=O)Nc2cccc3c2O[C@H](CN(C)Cc2ccc4c(c2)OCO4)[C@@H](C)CN([C@H](C)CO)C3=O)n(C)n1	-6	2.9
C[C@H]1CN([C@@H](C)CO)C(=O)c2cc(C3=CCCC3)cnc2O[C@@H]1CN(C)C(=O)Nc1cccc(F)c1	4	.
C[C@H]1CN([C@@H](C)CO)S(=O)(=O)c2ccc(C#CC3(O)CCCC3)cc2O[C@H]1CN(C)C	-5	1.4
COc1ccc(NC(=O)N(C)C[C@H]2Oc3c(NC(=O)C4CCOCC4)cccc3C(=O)N([C@@H](C)CO)C[C@@H]2C)cc1	-16	-1.2
CCCN(C)C[C@H]1OCCCC[C@H](C)Oc2ccc(NS(=O)(=O)c3ccc(C)cc3)cc2C(=O)N([C@@H](C)CO)C[C@@H]1C	-62	.
COCC(=O)Nc1ccc2c(c1)OC[C@@H](C)N(C(=O)Nc1ccccc1F)C[C@@H](C)[C@H](OC)CN(C)C2=O	-9	.
COc1cc(CNC23CC4CC(CC(C4)C2)C3)ccc1OCC(N)=O	-5	0.3
CN1CCN(C(c2ccccc2)c2ccc(Cl)cc2)CC1 (centres undefined)	.	-0.2
C=CCOC(=O)C1=C[C@@H](c2csc3ccccc23)C[C@@H](OCCCCO)O1	-3	.
C[C@H](CO)N1C[C@H](C)[C@@H](CN(C)Cc2ccc(C(F)(F)F)cc2)Oc2c(NC(=O)Nc3ccc(F)cc3)cccc2C1=O	-26	1.1
Cc1ccccc1-c1cnc2c(c1)C(=O)N([C@@H](C)CO)C[C@@H](C)[C@@H](CN(C)C(=O)CC1CC1)O2	2	-0.2
O=C(N[C@H]1CC[C@H](CC(=O)N2CCc3ccccc3C2)O[C@@H]1CO)C1CCC1	10	0.4
CC(C)NC(=O)Nc1ccc2c(c1)CC(=O)N([C@H](C)CO)C[C@H](C)[C@H](CN(C)Cc1ccc(Oc3ccccc3)cc1)O2	-4	1.1
COCC(=O)N(C)C[C@@H]1Oc2ncc(C3=CCCC3)cc2C(=O)N([C@H](C)CO)C[C@H]1C	11	4.5
O=C(Cc1cccnc1)N[C@@H]1CC[C@H](CCn2cc(-c3ccccc3F)nn2)O[C@H]1CO	6	0.0
C[C@@H](O)C#Cc1cnc2c(c1)C(=O)N([C@@H](C)CO)C[C@H](C)[C@@H](CN(C)C(=O)c1ccncc1)O2	3	.
O=C(Nc1cccc(Cl)c1)N[C@@H]1CC[C@H](CCNC(=O)C2CCC2)O[C@H]1CO	2	0.2
COc1ccc(-c2cn(CC[C@H]3CC[C@H](N)[C@@H](CO)O3)nn2)cc1	-9	0.2
Cc1ccc(N(CC(=O)Nc2c(C)n(C)n(-c3ccccc3)c2=O)S(C)(=O)=O)cc1Cl	16	-0.1
O=C(Nc1cccnc1)C1CC(c2cccc(Br)c2)=NO1 (centres undefined)	-3	-0.4
COC(=O)C(CC#Cc1ccc2c(c1)[C@]1(C(=O)N2)[C@H](c2ccccc2OCCO)N2[C@H](c3ccccc3)[C@H](c3ccccc3)OC(=O)[C@H]2[C@@H]1C(=O)NC[C@H](O)c1ccccc1)C(=O)OC	-30	0.0
C[C@H]1CN([C@@H](C)CO)C(=O)c2cccc(NC(=O)c3cnccn3)c2O[C@@H]1CN(C)C(=O)NC1CCCCC1	1	3.4
COc1ccc(S(=O)(=O)Nc2ccc3c(c2)CC(=O)N([C@@H](C)CO)C[C@@H](C)[C@@H](CN(C)C(=O)Nc2ccc(F)cc2)O3)cc1	.	-1.8

Carrying on.
SMILES	PRC2 inh	IDH1 mut inh
C[C@H](CO)N1C[C@H](C)[C@@H](CN(C)C(=O)C2CCCCC2)Oc2cc(-c3ccc(F)cc3)ccc2S1(=O)=O	.	-3.9
CO[C@@H](CN(C)Cc1ccc(-c2ccccn2)cc1)[C@@H](C)CN(C(=O)Nc1ccc(F)cc1)[C@H](C)CO	-2	-0.2
C[C@@H]1CCCCO[C@H](CN(C)Cc2ccc3c(c2)OCO3)[C@H](C)CN([C@H](C)CO)C(=O)c2cc(NC(=O)c3ccncc3)ccc2O1	.	2.4
COc1ccc(S(=O)(=O)N(C)C[C@H]2Oc3ccc(NS(=O)(=O)c4ccc(C)cc4)cc3C(=O)N([C@@H](C)CO)C[C@@H]2C)cc1	.	0.2
CCS(=O)(=O)Nc1ccc2c(c1)C(=O)N(C)C[C@H](OC)[C@@H](C)CN(C(=O)COC)[C@@H](C)CO2	6	0.0
CO[C@@H]1CN(C)C(=O)c2ccc(NC(C)=O)cc2OC[C@H](C)N(C(=O)c2ccc(F)cc2)C[C@@H]1C	6	0.2
C[C@@H]1CN([C@H](C)CO)S(=O)(=O)c2ccc(C3=CCCC3)cc2O[C@@H]1CN(C)C(=O)CN(C)C	-13	2.7
Cc1cc(OCC(=O)Nc2ccc(O)cc2C(=O)O)cc(C)c1Cl	7	-0.7
CC(C)NC(=O)N(C)C[C@@H]1Oc2ccc(NC(=O)Nc3cccc4ccccc34)cc2CC(=O)N([C@H](C)CO)C[C@H]1C	-7	-15
O=C1O[C@H](c2ccccc2)[C@H](c2ccccc2)N2[C@H]1[C@@H](C(=O)NC[C@H](O)c1ccccc1)[C@]1(C(=O)Nc3ccccc31)[C@H]2c1ccccc1OCCO	-33	.
COCC#Cc1ccc2c(c1)O[C@H](CN(C)Cc1ccccn1)[C@@H](C)CN([C@@H](C)CO)S2(=O)=O	-1	-0.7
C[C@@H]1CN([C@@H](C)CO)C(=O)Cc2cc(NC(=O)Nc3cccc4ccccc34)ccc2O[C@H]1CN(C)C(=O)Nc1ccc(F)cc1	.	-2.4
CO[C@H]1CC[C@H]2CCOc3c(C#N)cccc3C(=O)N(C)[C@H](C)C(=O)N(C)C[C@@H]1O2	7	0.1
C[C@@H]1CN([C@H](C)CO)C(=O)c2cc(NC(=O)Nc3ccc4c(c3)OCO4)ccc2O[C@H]1CN(C)Cc1ccc2c(c1)OCO2	-4	.
CC(C)CC#Cc1cnc2c(c1)C(=O)N([C@H](C)CO)C[C@H](C)[C@H](CN(C)Cc1cccc(F)c1)O2	.	-0.8
O=C(Nc1ccc(F)cc1)N[C@H]1CC[C@@H](CCNS(=O)(=O)c2ccccc2F)O[C@H]1CO	-5	0.1
COCC#Cc1ccc2c(c1)O[C@@H](CN(C)C(=O)c1ccccc1F)[C@@H](C)CN([C@@H](C)CO)S2(=O)=O	-4	0.4
CNC(=O)C1=C[C@H](c2ccc(C(=O)OC)cc2)C[C@H](OCCCCO)O1	1	0.2
O=C(C[C@H]1CC[C@H](NC(=O)c2ccc(F)cc2)[C@@H](CO)O1)NCCc1ccncc1	3	-0.1
C[C@@H]1CCCCO[C@@H](CN(C)C(=O)Nc2ccc(C(F)(F)F)cc2)[C@@H](C)CN([C@H](C)CO)C(=O)c2cc(NC(=O)c3ccccc3)ccc2O1	.	0.0
COc1ccc(NC(=O)N(C)C[C@H]2Oc3ccc(NS(=O)(=O)c4ccc(C)cc4)cc3CC(=O)N([C@H](C)CO)C[C@@H]2C)cc1	.	0.0
Cc1nnc2sc(-c3cccc(NC(=O)c4cccnc4)c3)nn12	.	-0.2
CC1=C(C/C=N/NC(=O)c2ccccc2O)C(C)(C)CCC1	-1	-0.1
Cc1ccc(S(=O)(=O)Nc2ccc3c(c2)CC(=O)N([C@@H](C)CO)C[C@@H](C)[C@@H](CN(C)Cc2ccncc2)O3)cc1	-4	2.1
C[C@@H]1CN([C@@H](C)CO)S(=O)(=O)c2ccc(-c3cccc(C(=O)N(C)C)c3)cc2O[C@@H]1CN(C)C(=O)Nc1ccc(F)cc1	0	0.3
